Source: PubChem BioAssay (The Scripps Research Institute Molecular Screening Center)
TEAD-YAP inh: TEAD-YAP interaction inhibition; AID 1259422; HEK-TIYL cells, TEAD-Gal4/YAP UAS-luciferase luminescence; inhibition, % at 9.12 µM; 640,000 tested, 1.4% active; in the data active = inhibition above about 32%;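 note: 0% = median of test compound wells and 100% = reference inhibitor wells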
MITF inh: human MITF inhibition, primary screen | inhibition, % at 2.6 µM | AlphaScreen MITF homodimerization, bead proximity signal | O75030 | 650,000 tested, 0.91% active; in the data active = inhibition above about 50%;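 note: 0% = vehicle wells with protein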
Target sequence (O75030 whole entry, looked up): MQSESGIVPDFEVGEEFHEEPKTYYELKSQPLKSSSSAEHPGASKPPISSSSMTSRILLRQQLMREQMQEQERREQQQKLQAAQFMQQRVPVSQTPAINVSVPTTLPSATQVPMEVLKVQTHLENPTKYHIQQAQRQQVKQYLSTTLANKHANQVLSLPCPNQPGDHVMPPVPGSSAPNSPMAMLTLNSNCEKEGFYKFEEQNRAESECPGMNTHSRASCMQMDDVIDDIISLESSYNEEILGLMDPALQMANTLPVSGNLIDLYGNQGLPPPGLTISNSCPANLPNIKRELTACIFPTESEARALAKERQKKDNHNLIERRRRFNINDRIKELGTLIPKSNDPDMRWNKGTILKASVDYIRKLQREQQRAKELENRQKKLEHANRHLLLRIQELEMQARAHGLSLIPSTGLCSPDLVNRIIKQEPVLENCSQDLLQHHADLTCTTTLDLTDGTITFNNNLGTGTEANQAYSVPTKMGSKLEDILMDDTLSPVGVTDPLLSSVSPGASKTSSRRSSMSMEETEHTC
GPR151 activ: activators of human GPR151 | activation, % at 11.2 µM | PathHunter beta-arrestin GPR151 cells, luminescence | 650,000 tested, 1% active | Q8TDV0; in the data active = activation above about 4.9%;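 note: 0% = median of compound wells and 100% = cells with positive control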
Target sequence (Q8TDV0 whole entry, looked up): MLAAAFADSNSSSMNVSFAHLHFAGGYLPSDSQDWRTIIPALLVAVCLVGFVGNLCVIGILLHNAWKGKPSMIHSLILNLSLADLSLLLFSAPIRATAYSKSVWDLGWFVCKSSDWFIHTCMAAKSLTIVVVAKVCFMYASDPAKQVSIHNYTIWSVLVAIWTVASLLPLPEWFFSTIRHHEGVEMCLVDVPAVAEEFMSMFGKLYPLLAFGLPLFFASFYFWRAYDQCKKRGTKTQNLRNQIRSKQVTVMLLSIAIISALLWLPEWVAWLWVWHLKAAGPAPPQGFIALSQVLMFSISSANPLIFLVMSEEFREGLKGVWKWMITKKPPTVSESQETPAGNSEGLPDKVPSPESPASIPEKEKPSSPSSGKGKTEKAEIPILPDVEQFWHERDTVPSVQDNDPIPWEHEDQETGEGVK
FBW7 activator: activators of human E3 ligase FBW7; normalized activity (activation), % at 26.1 µM; AID 1259310; AlphaScreen FBW7–phospho-cyclin E peptide binding, activator screen; Q969H0; 650,000 tested, 0.13% active; in the data active = normalized activity above about 1.9%;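 note: purified mutant Fbw7 with reduced substrate affinity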
* hit, by the source's call.

Below each compound – MITF inh	TEAD-YAP inh	GPR151 activ	FBW7 activator
1) Cc1ccc(-c2ccc3c(c2)COC2(CCN(C)CC2)O3)o1
→ -4	4	-0.5	-0.2
2) O=C(CCSc1ccc(Cl)cc1)Nc1ccc(F)cc1F
→ -11	-7	1.9	0.2
3) O=C(CCn1nnc2ccccc21)N1CCc2c(nc(N3CCCCC3)[nH]c2=O)C1
→ 8	5	-0.9	0.4
4) CCN(CC)c1ncnc2sc(C(=O)NCCC3=CCCCC3)c(C)c12
→ 13	-2	-0.9	0.3
5) CC(=O)C(C)(C)OC(=O)Nc1nc2ccccc2s1
→ 5	6	1.1	0.0
6) Cc1cc(NC(=O)c2cc(=O)c3ccccc3o2)no1
→ 7	6	0.3	0.1
7) O=C(NCc1ccco1)c1ccc(C(=O)NCc2ccco2)cc1
→ 6	5	-0.1	-0.1
8) CCOc1ccccc1NC1c2ccccc2C(=O)N1c1ccccn1 (stereo not drawn)
→ -7	0	-0.3	-0.2
9) CCOc1cc(C(=O)NCCCN(CC)CC)cc(OCC)c1OCC
→ 10	3	0.6	0.6
10) O=C(Nc1ccc2oc(-c3ccccc3Cl)nc2c1)c1ccc(-c2ccc(Cl)cc2)o1
→ -6	-8	-0.3	0.2
11) c1cc2c(cc1CN1CCOCC1)CN(C1CCOCC1)CCO2
→ 12	-3	0.7	-0.2
12) Cc1cc(C)n(-c2ccc(NC(=O)C3CCN(CC(C)C)CC3)cc2)n1
→ 2	2	3.2	0.1
13) COC(=O)C1=C(C)NC(=O)CC1c1ccccc1[N+](=O)[O-] (stereo not drawn)
→ 3	5	0.0	-0.1
14) CS(=O)(=O)c1ccccc1CN1CCN(CC2=NS(=O)(=O)c3ccccc3N2)CC1
→ -7	-4	-1.5	0.1
15) COc1ccc(-c2noc(CN(C)CCOc3ccccc3)n2)c(OC)c1OC
→ 3	-11	-0.5	0.1
16) CSc1ccccc1NC(=O)c1cc(-c2cccs2)on1
→ 4	-6	0.1	0.6
17) Cn1cccc1Cc1nnc(SCC(=O)NO)n1Cc1ccccc1
→ -6	-2	1.3	-0.4
18) Cc1csc(NC(=O)C2CCN(S(=O)(=O)c3cccnc3)CC2)n1
→ 7	0	-0.4	-0.1
19) Cc1cc(C)c2c(=O)c3cc(C4CCCCC4)ccc3[nH]c2n1
→ 9	2	1.3	0.0
20) CC(=O)c1sc2nc3c(cc2c1N)CCC3
→ 8	-11	-0.4	0.2
21) CC(CCc1ccccc1)NC(=O)C1CCN(c2nc3ccccc3[nH]c2=O)CC1 (stereo not drawn)
→ 6	8	0.9	0.2
22) CCOC(=O)c1sc2nc(CC(=O)OC)nc(Nc3ccc(C)c(Cl)c3)c2c1C
→ 5	-8	-0.6	0.0
23) COCc1cc(C)c2c(N)c(C#N)sc2n1
→ -8	-5	-0.6	0.1
24) CC1CC(C(O)c2ccccn2)C(=O)C(C(O)c2ccccn2)C1 (stereo not drawn)
→ -4	40*	-0.9	-0.4
25) O=C(CSc1nc2ccsc2c(=O)n1Cc1ccccc1)OCc1ccccc1
→ 11	2	0.8	0.3
26) Cc1noc(-c2ccc(NC(=O)C3c4ccccc4Oc4ccccc43)cc2)n1
→ 4	15	0.3	0.0
27) O=C(O)c1cc(O)ccc1NC(=O)c1ccccc1[N+](=O)[O-]
→ 16	-7	-0.7	1.0
28) CCOc1ncccc1C(=O)N(C)CC(=O)Nc1ccc(F)cc1
→ 2	1	0.0	0.1
29) Cc1ccc(OCCOCCN2CCN(C)CC2)c(C(C)(C)C)c1
→ 56*	8	0.3	0.2
30) COc1ccc(C(=O)[C@@H]2[C@@H](c3cccs3)C(C#N)(C#N)[C@H]3C=Cc4ccccc4N23)cc1
→ 9	55*	1.2	0.4

Just FBW7 activator, for five of the compounds above:
cpd	smiles	FBW7 activator
2	O=C(CCSc1ccc(Cl)cc1)Nc1ccc(F)cc1F	0.2
3	O=C(CCn1nnc2ccccc21)N1CCc2c(nc(N3CCCCC3)[nH]c2=O)C1	0.4
4	CCN(CC)c1ncnc2sc(C(=O)NCCC3=CCCCC3)c(C)c12	0.3
5	CC(=O)C(C)(C)OC(=O)Nc1nc2ccccc2s1	0.0
6	Cc1cc(NC(=O)c2cc(=O)c3ccccc3o2)no1	0.1

In a second layout: entries from further up.
29) Cc1ccc(OCCOCCN2CCN(C)CC2)c(C(C)(C)C)c1
  MITF inh: 56*	TEAD-YAP inh: 8	GPR151 activ: 0.3	FBW7 activator: 0.2

30) COc1ccc(C(=O)[C@@H]2[C@@H](c3cccs3)C(C#N)(C#N)[C@H]3C=Cc4ccccc4N23)cc1
  MITF inh: 9	TEAD-YAP inh: 55*	GPR151 activ: 1.2	FBW7 activator: 0.4

Additional structures
Below each compound – MITF inh	TEAD-YAP inh	GPR151 activ	FBW7 activator
31) CN(C)S(=O)(=O)c1cc(NC(=O)CSc2nc(N)cc(N)n2)ccc1Cl
→ 5	19	1.9	0.0
32) Cc1ccccc1NS(=O)(=O)c1ccc2c(c1)CCN2C(=O)C1CCC1
→ 0	-19	0.0	-0.2
33) CC1(C)C(=O)NC(=O)N1CN1C(=O)NC(=O)C1(C)C
→ 4	-2	-1.3	0.0
34) COc1ccc(OC)c(/C=C2\N=C(c3cc(OC)c(OC)c(OC)c3)OC2=O)c1
→ 6	14	-1.8	0.2
35) CN1/C(=C\C(=O)c2ccc(I)cc2)Sc2ccccc21
→ -9	-55	-0.6	0.5
36) COC(=O)C1=NNC2C(=O)N(c3ccc(C)cc3)C(=O)C12 (stereo not drawn)
→ -4	10	0.4	0.2
37) CN(C)CC(C)(O)c1ccc2c(c1)CN(Cc1ccccc1C(F)(F)F)CCO2 (stereo not drawn)
→ 2	-3	-0.7	0.1
38) Cc1ccc(C)c(N(C(=O)c2csnn2)C(C(=O)NC2CCCC2)c2cccnc2)c1 (stereo not drawn)
→ 11	4	0.0	0.0
39) Cc1nnc(SCC(=O)Nc2ccc(Cl)c(Cl)c2)[nH]c1=O
→ 12	20	-0.4	0.4
40) COCC(C)NC(=O)c1c(-c2ccccc2)noc1C (stereo not drawn)
→ -14	-1	-1.1	0.0
41) O=C(NCc1nnc2n1CCN(C(=O)CSc1ccccn1)CC2)c1cccc(F)c1
→ -12	-26	2.0	0.3
42) O=C(c1ccc(Cl)cc1)N1CCSC1=S
→ 1	4	-1.0	-0.1
43) COc1ccccc1Oc1ccc(NS(=O)(=O)c2ccccc2)cc1
→ 9	-2	0.4	-0.1
44) Cc1cc(C)nc(N2CCC(N(CCN(C)C)S(=O)(=O)c3cccs3)CC2)n1
→ 7	14	0.3	0.1
45) CCC(Oc1ccccc1)C(=O)Nc1nc(C)c(C(=O)N(C)C)s1 (stereo not drawn)
→ 11	-22	-0.6	-0.2
46) CCC(C(=O)NCc1ccc(OC)c(OC)c1)n1nc(C)n2c(cc3occc32)c1=O (stereo not drawn)
→ 7	2	-0.9	0.1
47) Cn1c(O)c(N=Nc2ccccn2)c2cc([N+](=O)[O-])ccc21
→ 9	-1	-0.1	0.2
48) COc1cccc(CN2CCc3nnc(CNC(=O)c4ccccn4)n3CC2)c1OC
→ 5	8	-0.6	-0.2
49) O=C(O)c1cc([N+](=O)[O-])ccc1C(=O)Nc1cccc2ccccc12
→ 2	-3	4.3	0.6
50) COC(=O)c1ccc(C2C(C(=O)OCc3ccccc3)=C(C)NC3=C2C(=O)CC(C)(C)C3)cc1 (stereo not drawn)
→ -6	3	-0.6	0.0
51) O=C1NC(=O)C(=Cc2cn(-c3ccccc3)nc2-c2ccc3ccccc3c2)C(=O)N1
→ 14	-6	-0.2	-0.2
52) COc1ccc(N2C(=O)CSC23C(=O)Nc2ccccc23)cc1OC (stereo not drawn)
→ 5	3	-1.8	-0.2
53) CCc1ccccc1NC(=O)COc1ccc(OC)cc1
→ 16	-25	-2.6	0.1
54) O=C(NCCO)c1csc(-c2cccs2)n1
→ 14	-10	1.5	0.3
55) CCOC(=O)C1=C(CS(=O)(=O)c2ccccc2)NC(=O)NC1c1ccc(O)cc1 (stereo not drawn)
→ -5	-2	-0.7	0.6
56) COc1cc(OC)cc(C(=O)N2CCc3ccccc3C2)c1
→ 5	-6	0.5	0.0
57) Cc1cc(C)c(C#N)c(Nc2ccc(C3CCCCC3)cc2)n1
→ -13	0	-0.4	0.0
58) CCOc1ccccc1-n1c(=S)sc2c(=O)n(-c3ccccc3F)c(SCc3ccccc3Cl)nc21
→ 25	10	-0.1	0.1
59) Cc1nn(C)c(C)c1-c1nc(NCCOc2ccccc2)c2ncn(Cc3ccc(C(F)(F)F)cc3)c2n1
→ 15	-14	-1.0	0.3
60) CCc1nc2cccnc2n1CCNS(=O)(=O)c1ccc(C(C)(C)C)cc1
→ 18	-9	-0.3	0.7

Retrieved by compound from the entries so far (7):
Below each compound – MITF inh	TEAD-YAP inh	GPR151 activ	FBW7 activator
33) CC1(C)C(=O)NC(=O)N1CN1C(=O)NC(=O)C1(C)C
→ 4	-2	-1.3	0.0
42) O=C(c1ccc(Cl)cc1)N1CCSC1=S
→ 1	4	-1.0	-0.1
54) O=C(NCCO)c1csc(-c2cccs2)n1
→ 14	-10	1.5	0.3
35) CN1/C(=C\C(=O)c2ccc(I)cc2)Sc2ccccc21
→ -9	-55	-0.6	0.5
40) COCC(C)NC(=O)c1c(-c2ccccc2)noc1C (stereo not drawn)
→ -14	-1	-1.1	0.0
37) CN(C)CC(C)(O)c1ccc2c(c1)CN(Cc1ccccc1C(F)(F)F)CCO2 (stereo not drawn)
→ 2	-3	-0.7	0.1
51) O=C1NC(=O)C(=Cc2cn(-c3ccccc3)nc2-c2ccc3ccccc3c2)C(=O)N1
→ 14	-6	-0.2	-0.2

(cont.)
Below each compound – MITF inh	TEAD-YAP inh	GPR151 activ	FBW7 activator
61) Cc1cc2c(cc1C)-c1c(sn(-c3cccc(Cl)c3)c1=S)C(C)(C)N2
→ 13	6	1.1	-0.1
62) O=C(NCc1ccccc1)C1CC12CCN(C(=O)/C=C/c1cccnc1)CC2 (stereo not drawn)
→ -6	4	0.4	-0.1
63) COc1cccc(NC(=S)N(CCc2ccc(OC)c(OC)c2)Cc2ccccn2)c1
→ -4	-4	-0.4	-0.4
64) CCOC(=O)C1=C(C)N=C2SCC(=O)N2C1c1c(OC)ccc2ccccc12 (stereo not drawn)
→ 3	14	0.0	-0.1
65) CC1(C)Cc2c(sc3ncn4nc(Cc5ccccc5)nc4c23)C(C)(C)N1
→ 7	-1	-2.4	-0.2
66) CC(=O)Nc1ccc(Oc2ccc3c(c2)C(=O)N(c2ccc(Br)cc2)C3=O)cc1
→ -15	-8	-0.2	-0.1
67) CCCCNS(=O)(=O)c1ccc2nc(SCc3cc(=O)n4ccsc4n3)[nH]c2c1
→ 9	-10	-1.1	-0.1
68) COc1cc(Nc2ccc(-c3ccc(C=O)cc3)cn2)cc(OC)c1OC
→ 3	8	0.7	-0.1
69) COC(=O)NC1Sc2ccccc2N=C1c1ccccc1 (stereo not drawn)
→ 9	-38	-1.2	-0.1
70) CSc1ccc(C2SCC(=O)N2c2ccc(F)cc2F)cc1 (stereo not drawn)
→ -7	10	-0.9	0.0
71) CCc1ccc2[nH]c3nc(SCC(=O)NC(C)C)nnc3c2c1
→ -3	6	-0.2	0.0
72) O=C(COC(=O)c1ccc(Cl)c([N+](=O)[O-])c1)c1ccc(Cl)cc1
→ 1	5	0.3	-0.2
73) O=C1/C(=C\c2ccccc2)N=C(c2ccccc2)N1c1ccc(Cl)cc1Cl
→ 10	13	0.3	0.5
74) C/C(=N\Nc1ccccc1C(=O)O)c1ccc2ccccc2c1
→ 5	-40	0.5	-0.1
75) Cc1cc2oc3c(c(=O)c2cc1Cl)C(c1cccnc1)N(CCN(C)C)C3=O (stereo not drawn)
→ -2	-10	0.0	-0.1
76) CCOC(=O)C1=C(C)N=c2s/c(=C\c3cc(OC)c(OC)c(OC)c3)c(=O)n2C1c1ccc(OC)cc1 (stereo not drawn)
→ 8	-4	0.5	-0.1
77) O=C(CN1C(=O)C2(SCC(=O)N2c2ccc(F)c(F)c2)c2ccccc21)NCCc1ccccc1 (stereo not drawn)
→ 7	-1	5.4*	0.3
78) O=C(CSc1nnnn1-c1ccccc1)Nc1ccc2nc(SCc3ccc(Br)cc3)sc2c1
→ 4	-8	-1.1	0.2
79) CCc1ccc(C2Nc3ccccc3NC3=C2C(=O)CC(c2ccccc2)C3)s1 (stereo not drawn)
→ -9	-2	1.4	0.0
80) CCN(CC)C(=O)CN1CCC(c2ccc(OC)c(OC)c2)CC1
→ -11	-8	-1.0	0.2
81) O=C1C(c2ccc(F)cc2)N(Cc2ccco2)C(=O)CN1C1CCCCCC1 (stereo not drawn)
→ 12	-3	1.8	0.2
82) O=C(N1CCCC(CNS(=O)(=O)c2cccs2)C1)C12CC3CC(CC(C3)C1)C2 (stereo not drawn)
→ -8	9	-0.3	-0.1
83) O=C1OC2c3ccccc3C(=O)N2c2ccccc21 (stereo not drawn)
→ 1	-4	-0.3	-0.1
84) Cc1cc(Cl)cc(C)c1OCCOCCNC(C)C
→ 51*	1	-0.1	0.5
85) CC(C)CC(NC(=O)CN(C)C)c1nnc2n1CCN(C(=O)CCc1cccs1)CC2 (stereo not drawn)
→ -3	-1	-1.0	-0.1
86) COc1cccc(/C=C2N=C(/C=C\c3cccc([N+](=O)[O-])c3)OC/2=O)c1OC
→ -3	-7	-0.8	-0.1
87) Cc1cc([N+](=O)[O-])nn1CC(=O)Nc1sc2c(c1C#N)CCC(C)C2 (stereo not drawn)
→ 8	5	-1.5	0.0
88) CCC(=O)c1ccc(OCC(O)CN2CCN(c3ccccc3OC)CC2)cc1 (stereo not drawn)
→ -1	4	2.4	-0.2
89) COc1cc(C(=O)N2C3=C(CCCC3)C(=O)NC23CCCCC3)cc(OC)c1OC
→ 2	-5	0.0	-0.2
90) CCOC(=O)C1=C(C)NC(=O)NC1c1cc(OC)c(OC)cc1Cl (stereo not drawn)
→ -7	-2	1.6	-0.1
91) N#C/C(=C\Nc1ccccc1F)c1nc(-c2ccc([N+](=O)[O-])cc2)cs1
→ 7	0	1.3	0.2
